NFkB transloc pot – enhances IL-1B driven NFkB nuclear translocation | HUVEC IL-1B NFkB p65 nuclear translocation imaging | activation, % at 2 µM | 94,000 compounds, 0.3% hits;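 active = activation above 40%, about the mean plus 3 SD, also judged a hit on visual image review; inconclusive = activation above 40% but not a hit on visual review; inactive = activation not above 40% and no visual hit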;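 note: percent activation is computed from the nuclear over cytoplasmic p65 intensity ratio; values of inactives mirror those of a sister screen read the other way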
MRP resist rev – MRP-mediated drug resistance reversal | H69AR cells + 2 uM doxorubicin, CellTiter-Glo, 72 h | differential viability (reversal), % at 10 µM | 85,000 compounds, 0.04% hits | AID 602;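 active = viability drop by adding the cancer drug above about 55%, with treated viability meeting a 40% cutoff, limit read from the data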;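 note: viability without doxorubicin minus viability with 2 µM doxorubicin for each compound; larger differential means the compound sensitizes cells more to doxorubicin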
IL1B NFkB inh – blocks IL-1B driven NFkB nuclear translocation in HUVEC cells. HUVEC IL-1B NFkB p65 nuclear translocation imaging. inhibition, % at 2 µM. 94,000 compounds, 0.43% hits. AID 796;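 active = inhibition above about 30% together with a positive call from visual inspection of the well image, limit read from the data; inconclusive = inhibition above a set limit but visual check negative; inactive = inhibition not above a set limit, visual check negative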;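 note: nuclear over cytoplasmic p65 intensity ratio measured by imaging; 0% = IL-1B stimulated DMSO wells and 100% = unstimulated DMSO wells; values of inactives mirror those of a sister screen read the other way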
PLAP inhibitors HTS – PLAP enzyme inhibitors, biochemical, luminescence, HTS (AID 690) | inhibition, % at 20 µM; hits with a dose series show IC50 in µM | 96,000 compounds, 0.08% hits | purified PLAP, luminescent substrate; higher % means a stronger effect; in the data active = a potency from the dose series; inactive = the rest, 99 in 100 with inhibition below about 30%; note: strong numbers were not always called active
Bcl-B displacement – displacers of TR3 peptide from Bcl-B, primary screen, selectivity assay for Bfl-1 inhibitor project, biochemical, fluorescence polarization | FP displacement of FITC-TR3 peptide from Bcl-B; higher % means a stronger effect | displacement, % at 20 µM, or IC50 in µM where a hit was titrated | 96,000 compounds, 0.11% hits;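 active = displacement above 50% at 20 µM plus a fluorescence interference ratio under 1.5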;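 note: plate controls were wells without compound for no effect and wells lacking Bcl-B protein for full effect; a part of the inactive calls stands beside numbers as strong as those of hits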
MRP resist rev cytotoxicity – also measured in MRP resist rev; calls as there; viability, %; H69AR cells, CellTiter-Glo, 72 h; measured here: cytotoxicity without doxorubicin
MRP resist rev with doxorubicin – second read-out of MRP resist rev, no call of its own (marks repeat the call); viability, %; measured here: viability with 2 uM doxorubicin; hits give low values
IL1B NFkB inh cell count 2 µM – further read-out of IL1B NFkB inh, marked with its call; cell count; measured here: cells passing quality filter;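 raw number of nuclei counted in each imaged well without normalization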
NFkB transloc pot cell count 2 µM – further read-out of NFkB transloc pot, marked with its call; cell count; measured here: cells passing quality filter
The depositor's hits bear a star; ? = inconclusive; · = not tested or not shown. These rows are one share of the data, so the mix of outcomes need not match the whole.

SMILES	NFkB transloc pot	NFkB transloc pot cell count 2 µM	MRP resist rev	MRP resist rev cytotoxicity	MRP resist rev with doxorubicin	IL1B NFkB inh	IL1B NFkB inh cell count 2 µM	PLAP inhibitors HTS	Bcl-B displacement
Nc1ccc2c(c1)N1CCN=C1S2	?	·	-8.2	98.5	106.8	-64.7	156	12.5%	5.5%
O=C(Nc1ccc(Oc2ccc(Cl)cc2)cc1)c1ncn[nH]1	·	·	-3.5	111.9	115.4	·	·	8.2%	-7.6%
O=C1CN(C(=O)c2ccc(Br)o2)C(c2ccc(F)cc2)c2cc(F)ccc2N1 (configuration not stated)	8.0	81	-12.8	59.1	71.9	-8.0	81	·	·
Cc1noc(C(=O)Nc2sc3c(c2C#N)CCC3)c1Cl	3.0	202	-0.2	102.0	102.2	-3.0	202	1.6%	1.3%
COC(=O)c1ccc(C2C(C(C)=O)=C(C)Nc3ncnn32)cc1 (configuration not stated)	-1.8	48	-8.9	97.0	105.9	1.8	48	-11.0%	-5.7%
COc1ccc(NC2=CC(=O)CC(c3ccc(C)cc3)C2)c(OC)c1 (configuration not stated)	-2.8	125	·	·	·	2.8	125	·	·
Cc1ccc(/C(N)=N/OC(=O)C23CC4CC(CC(C4)C2)C3)cc1	-2.4	190	·	·	·	2.4	190	31.2%	-0.1%
O=C(c1ccncc1)N1CCN(C(=O)c2cccs2)CC1	19.7	138	5.7	98.3	92.7	-19.7	138	1.5%	-2.3%
O=C(Nc1ccc(N2CCOCC2)cc1)C1(S(=O)(=O)c2ccccc2)CC1	·	·	4.9	83.3	78.4	·	·	-18.6%	-4.5%
CCCSCCCNC(=O)Cn1cc2c(n1)CCC(C)C2 (configuration not stated)	4.9	56	-0.4	97.2	97.6	-4.9	56	-33.8%	-4.1%
CC(C)N(C(=O)CSc1nnc(NC(=O)c2cccs2)s1)C(C)C	0.5	138	-34.2	55.5	89.7	-0.5	138	·	·
O=C1CCCCCC1C1(O)C(=O)Nc2ccc(Br)cc21 (configuration not stated)	-3.8	217	·	·	·	3.8	217	-14.2%	-4.0%
O=C1C(Cl)=C(NCC2CCCO2)C(=O)N1c1ccccc1 (configuration not stated)	-0.3	180	1.7	83.8	82.2	0.3	180	-3.8%	-7.0%
c1coc(CNc2ncnc3nc[nH]c23)c1	·	·	-24.3	91.8	116.2	·	·	-35.4%	-5.8%
O=C(CSc1nccc(=O)[nH]1)N1c2ccccc2CCc2ccccc21	-7.6	117	11.0	85.9	75.0	7.6	117	-29.2%	-3.9%
CCOC(=O)CSc1nc(N(C)C)nc(N(C)C#N)n1	8.7	128	27.5	90.9	63.3	-8.7	128	·	·
CCCn1c(C)cc(C(=O)COC(=O)c2c(C)nn(-c3ccccc3)c2C)c1C	1.2	189	8.1	100.2	92.1	-1.2	189	-52.7%	-42.6%
Cc1cc(N2CCCC2)nc(SCC(=O)c2ccccc2)n1	-5.8	90	-6.9	74.5	81.4	5.8	90	·	·
Cc1ccc(C2=[N+]([O-])C3(CCCCC/C3=N\NC(N)=S)N(O)C2(C)C)o1 (configuration not stated)	5.3	151	-10.4	89.6	100.0	-5.3	151	6.6%	-4.3%
Cc1cc2n(n1)SC(Nc1cc(Cl)ccc1Cl)N2 (configuration not stated)	6.2	176	-6.7	89.8	96.5	-6.2	176	·	·
Cc1onc(-c2ccccc2)c1C(=O)Nc1ccc2c(c1)OCO2	-8.1	89	-37.3	46.1	83.4	8.1	89	5.6%	-1.0%
CCOc1ccc(-c2nc(N)ncc2Oc2cccc(OC)c2)c(O)c1	11.2	156	-26.2	13.7	39.9	-11.2	156	12.5%	-4.4%
Cc1nnc(SCC(=O)NCCOc2ccc(Cl)cc2)n1-c1ccccc1	-10.4	61	4.7	104.6	99.9	12.2	61	-78.7%	-10.8%
CC(=O)C1=C(O)C(=O)N(Cc2ccco2)C1c1ccccc1 (configuration not stated)	·	·	-0.8	102.6	103.4	·	·	6.8%	5.1%
CC(OC(=O)c1nsc(Cl)c1Cl)C(=O)NC(C)(C)C (configuration not stated)	-2.6	105	14.4	85.9	71.4	2.6	105	·	·
COC(=O)COc1ccc(S(=O)(=O)NCc2ccco2)cc1Cl	-6.8	160	1.1	100.4	99.3	6.8	160	10.2%	0.2%
COc1ccc(-c2c(NC(=O)C(C)C)n(C)c3ccccc3c2=O)cc1	15.9	186	-5.9	81.2	87.1	-15.9	186	6.8%	-7.3%
Cc1ccc2c(C)nc(NC3=NCN(CCc4ccccc4)CN3)nc2c1	·	·	18.8	84.4	65.6	·	·	-19.3%	-82.5%
c1ccc(C2Nc3ccccc3-c3nc4ccccc4n32)cc1 (configuration not stated)	-3.1	148	6.5	87.6	81.1	3.1	148	27.4%	4.0%
CCN(CC)Cc1c(O)c(Cl)cc2c3c(c(=O)oc12)CCCC3	-1.8	155	8.8	88.5	79.7	1.8	155	-15.0%	4.4%
COC(=O)CSc1cc(C(=O)c2nccn2C)c2ccccc2n1	-14.1	148	1.4	94.9	93.5	14.1	148	-42.0%	-4.0%
CCOc1cc(-c2nc(-c3ccccc3OC)no2)cc(OCC)c1OCC	-2.3	69	6.4	77.4	71.0	2.3	69	-4.6%	-7.7%
CCCCCC(=O)NNC(=O)c1ccc(-c2ccccc2)cc1	-4.1	121	·	·	·	4.1	121	-20.9%	-4.8%
CCCC(CCC)C(=O)NNc1cc(=O)c2c(=O)n(C)c(=O)n(C)c2[nH]1	3.7	216	·	·	·	-3.7	216	18.0%	-28.3%
CCOC(=O)C1=C(C)NC2=C(C(=O)c3ccccc32)C1c1cccnc1 (configuration not stated)	11.2	112	-2.6	81.5	84.2	-11.2	112	-6.4%	-4.7%
Cc1cccc(C)c1NC(=O)CSc1nnc(-c2ccoc2C)n1CCc1ccccc1	35.0	117	17.0	92.6	75.6	-35.0	117	-55.5%	-1.1%
CN(Cc1cccs1)C(=O)CSc1nnnn1C	-3.8	93	-5.2	88.2	93.4	3.8	93	-8.3%	-7.5%
Cc1cc(N2C(=O)C(=O)/C(=C(/O)c3ccccc3)C2c2cccs2)no1 (configuration not stated)	-1.9	119	2.7	94.8	92.1	2.0	119	6.7%	-2.6%
Cc1ccc2c(c1)-c1c(cnn1CC(=O)N1CCCN(Cc3ccccc3F)C1)CO2	·	·	4.7	92.5	87.8	·	·	-28.3%	2.9%
C=CCNCc1cccn1-c1sc2c(c1C#N)CCCC2	-30.6	44	10.6	88.7	78.1	30.6*	44*	6.4%	-9.1%
CC(C)c1ccc(NC(=S)NCc2cccs2)cc1	-1.9	175	12.9	92.4	79.5	1.9	175	47.0%	-5.9%
O=C(O)c1cccc(S(=O)(=O)N2CCOCC2)c1	-5.4	141	-13.5	90.4	103.9	5.4	141	16.1%	-9.0%
O=C(CSc1ccc(Cl)cc1)Nc1cccc(NC(=O)c2ccco2)c1	-1.6	154	·	·	·	1.6	154	12.2%	-11.1%
Cc1ccc(S(=O)(=O)NCCNC(=O)N2CCOCC2)cc1	22.6	169	23.7	100.7	76.9	-22.6	169	9.5%	-5.6%
c1ccc(-c2nc(N3CCOCC3)c3ccccc3n2)nc1	-3.9	148	-15.1	25.7	40.7	3.9	148	-58.2%	-2.9%
COc1ccc(CN(C(=O)Cc2cccs2)C(C(=O)NC2CCCC2)c2ccncc2)cc1 (configuration not stated)	-5.4	182	·	·	·	5.4	182	-54.8%	6.6%
Cc1nc2c(=O)oc3ccccc3c2n1-c1ccccc1	·	·	-6.7	75.7	82.3	·	·	23.3%	-7.2%
CCCCC1(C)Nc2ccccc2-c2nc3ccccc3n21 (configuration not stated)	-9.3	186	-20.6	102.2	122.8	9.3	186	12.8%	-0.7%
CCCn1cc(SCC(=O)NCc2ccc3c(c2)OCO3)c2ccccc21	11.3	209	5.3	89.7	84.4	-11.4	209	10.0%	-5.1%
Cc1nn2c(c1-c1ccccc1)NC1=C(C(=O)CCC1)C2c1ccccc1 (configuration not stated)	1.5	168	8.3	82.7	74.4	-1.5	168	-24.1%	16.7%
COC(=O)c1cccc(NC(=O)NC23CC4CC(CC(C4)C2)C3)c1	11.8	143	·	·	·	-11.8	143	11.1%	-8.0%
CCOc1ccc(C(=S)NC2CCCCC2)cc1OC	-1.6	141	·	·	·	1.6	141	4.3%	2.9%
O=C(NN1CCOCC1)c1cc(-c2cccc(Cl)c2)nc2ccccc12	-0.4	147	·	·	·	0.4	147	-21.5%	-2.7%
COC(=O)c1ccccc1NC(=O)C1CC(c2ccccc2O)=NO1 (configuration not stated)	9.6	164	5.8	74.3	68.5	-9.6	164	10.4%	-5.7%
COc1ccc(C2=NOC(C(=O)Nc3cccnc3)C2)cc1 (configuration not stated)	-1.3	89	-14.6	96.5	111.1	1.3	89	-1.1%	-2.2%
CCCCN1CC(O)=C(c2nc3ccccc3s2)C1=N	·	·	14.7	90.2	75.5	·	·	-71.8%	-2.5%
CC(=O)c1ccc(N2C(=O)C3C(C2=O)C(C(=O)c2ccc(Cl)cc2)N2CCCC32)cc1 (configuration not stated)	?	·	-9.0	90.9	99.9	-72.5	174	-47.2%	36.9%
O=C(O)CC1C(=O)NCCN1C/C=C/c1ccccc1 (configuration not stated)	-0.1	73	·	·	·	0.1	73	-18.6%	-2.9%
Cc1ccc(S(=O)(=O)CCC(=O)N2CCc3ccccc32)cc1	17.2	62	21.2	83.3	62.1	-17.2	62	13.6%	0.7%
Cc1ccc(N2CN=c3s/c(=C\c4ccccn4)c(=O)n3C2)cc1	9.2	130	-18.1	73.3	91.4	-9.2	130	8.3%	2.8%

Following part:
SMILES	NFkB transloc pot	NFkB transloc pot cell count 2 µM	MRP resist rev	MRP resist rev cytotoxicity	MRP resist rev with doxorubicin	IL1B NFkB inh	IL1B NFkB inh cell count 2 µM	PLAP inhibitors HTS	Bcl-B displacement
CCOc1ccc(N2C(=O)CC(NC3CCCCNC3=O)C2=O)cc1 (configuration not stated)	-2.4	109	-3.8	98.0	101.8	2.4	109	·	·
O=C(c1cccnc1)N1CCc2ccccc21	-1.3	107	-24.2	71.7	95.8	1.3	107	19.5%	-1.9%
COc1ccc(CCNC(=S)Nc2cc(C)ccc2C)cc1	19.3	156	-1.7	78.0	79.7	-19.3	156	22.2%	6.6%
Cc1ccc(C(=O)NCC2CCCO2)cc1N1CCCC1=O (configuration not stated)	4.8	101	-4.8	91.1	95.9	-4.8	101	-9.2%	-0.7%
CCCn1c(N2CCN(CC(=O)Nc3ccc4c(c3)OCCO4)CC2)nc2ccccc21	7.0	171	-24.1	73.3	97.5	-7.0	171	-47.4%	3.1%
Brc1ccc(OCc2ccccc2)c(CNCc2ccncc2)c1	14.0	166	·	·	·	-8.7	159	-29.3%	5.7%
CN1CCN(S(=O)(=O)c2ccc(Sc3nnc(-c4cccs4)n3-c3ccccc3)nc2)CC1	-2.5	155	2.5	78.7	76.2	2.5	155	-54.4%	-5.6%
Cc1sc2nc3ccc(N4CCCCC4)nn3c(=O)c2c1C	-0.1	175	-18.0	73.1	91.1	0.1	175	3.1%	-3.3%

Shown with values under each structure: part of the list above.
Results follow in this order: NFkB transloc pot | NFkB transloc pot cell count 2 µM | MRP resist rev | MRP resist rev cytotoxicity | MRP resist rev with doxorubicin | IL1B NFkB inh | IL1B NFkB inh cell count 2 µM | PLAP inhibitors HTS | Bcl-B displacement
- COc1ccc(CCNC(=S)Nc2cc(C)ccc2C)cc1
→ 19.3 | 156 | -1.7 | 78.0 | 79.7 | -19.3 | 156 | 22.2% | 6.6%
- Cc1ccc(C(=O)NCC2CCCO2)cc1N1CCCC1=O (configuration not stated)
→ 4.8 | 101 | -4.8 | 91.1 | 95.9 | -4.8 | 101 | -9.2% | -0.7%
- CCCn1c(N2CCN(CC(=O)Nc3ccc4c(c3)OCCO4)CC2)nc2ccccc21
→ 7.0 | 171 | -24.1 | 73.3 | 97.5 | -7.0 | 171 | -47.4% | 3.1%
- Brc1ccc(OCc2ccccc2)c(CNCc2ccncc2)c1
→ 14.0 | 166 | · | · | · | -8.7 | 159 | -29.3% | 5.7%
- CN1CCN(S(=O)(=O)c2ccc(Sc3nnc(-c4cccs4)n3-c3ccccc3)nc2)CC1
→ -2.5 | 155 | 2.5 | 78.7 | 76.2 | 2.5 | 155 | -54.4% | -5.6%

Assay outcomes as filed in PubChem.
